Myeloid diff MLP: promotes myeloid progenitor differentiation; AID 624256; 1% of 360,000 active; ER-HoxA9 myeloid progenitors, lysozyme-GFP differentiation, flow cytometry; calls only at 10 µM;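 active = normalized GFP-positive differentiation at or above the plate's own cutoff, the solvent-only control mean plus 3 SD; inconclusive = no clear call, values can overlap the other calls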;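 also: cells exposed to compound for four days before flow analysis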
RSV antiviral HEp-2: RSV antiviral activity via CPE protection, HEp-2 cells, primary 10 µM value included (AID 2391); 0.13% of 310,000 active; HEp-2 cells, RSV-induced CPE inhibition; higher % means a stronger effect; CPE inhibition, % at 10 µM; hits with a dose series show IC50 in µM; in the data active = a potency from the dose series; inconclusive = CPE inhibition mostly from about 23% at the one dose, without a potency; inactive = the rest, 99 in 100 with CPE inhibition below about 21%; also: strong numbers were not always called active
human PMI inhibition: inhibitors of human PMI, primary screen, biochemical, fluorescence intensity, coupled assay (AID 1209); 0.42% of 190,000 active; purified PMI enzyme, coupled fluorescence intensity; higher % means a stronger effect; inhibition, % at 20 µM; hits with a dose series show IC50 in µM;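 also: plate controls were DMSO vehicle for no effect and wells lacking substrate for full effect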
WT yeast gro inh: growth inhibition of WT yeast, mitochondrial fusion screen; inhibition, % at 10 µM; AID 1362; 2.1% of 190,000 active; mitochondrial fusion phenotypic screen, WT strain; in the data active = inhibition above about 58%; tested in S. cerevisiae
Salmonella PhoP GFP: PhoP-dependent GFP reporter repression – Salmonella Typhimurium, primary screen (AID 1863); S. Typhimurium PhoP-regulated promoter GFP reporter, 4 h; higher % means a stronger effect; one-dose inhibition, % at 50 µM; IC50 in µM for titrated hits; 0.16% of 300,000 active;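 active = inhibition over 29.93%, a cutoff 3 SD above the screen mean, later confirmed by dose response; inconclusive = inhibition over 29.93% but no dose response follow-up; inactive = inhibition at most 29.93% or unconfirmed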;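 also: 0% = low Mg2+ inducing control and 100% = high Mg2+ repressing control; strong numbers were not always called active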
human PMI inhibitors: human PMI inhibitors, high substrate, primary screen, biochemical, fluorescence intensity, high mannose 6-phosphate (AID 1220). recombinant PMI enzyme, coupled fluorescence intensity; higher % means a stronger effect. one-dose inhibition, % at 20 µM; IC50 in µM for titrated hits. 0.66% of 190,000 active
TNAP activators: stimulation of alkaline phosphatase TNAP activity – biochemical, luminescent, no phosphate acceptor, uHTS, primary screen (AID 1001) | purified TNAP, luminescent activation assay, no phosphate acceptor; higher activation fold means a stronger effect | activation fold at 20 µM; hits with a dose series show EC50 in µM | 0.03% of 200,000 active; in the data active = activation fold from about 3, or a potency from the dose series; inactive = the rest, 99 in 100 with activation fold below about 1.6; also: many of its hits are not listed in these tables
XIAP displacement: small molecules displacing peptide from XIAP – biochemical, IAP family, fluorescence polarization (AID 1018). 0.007% of 200,000 active. XIAP BIR domain, fluorescence polarization peptide displacement; higher % means a stronger effect. one-dose displacement, % at 20 µM; IC50 in µM for titrated hits; in the data active = displacement above about 50%; also: a part of the inactive calls stands beside numbers as strong as those of hits
Siah-1 displacement: Siah-1 peptide-binding antagonists, primary screen, biochemical, fluorescence polarization, rhodamine-plectin, uHTS (AID 1817). Siah-1 / rhodamine-plectin peptide fluorescence polarization; higher % means a stronger effect. displacement, % at 20 µM; hits with a dose series show IC50 in µM. 0.02% of 290,000 active;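 active = displacement of at least 50% at 20 µM, with a fluorescence ratio check between 0.3 and a set limit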;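 also: plate controls were Siah plus tracer with DMSO for no effect and tracer alone without Siah for full effect; strong numbers were not always called active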
WT yeast gro inh mutant strain: recorded beside WT yeast gro inh, whose call it bears; inhibition, %; mitochondrial fusion phenotypic screen, mutant strain inhibition
Myeloid diff MLP GFP+ MAC1+ %: recorded beside Myeloid diff MLP, whose call it bears; GFP+ MAC1+ double positive, %; measured here: differentiation confirmed by MAC1 staining
* marks the source's active call; other numbers are inactive results; i = inactive; ? = inconclusive; nt = no result given. Rule as the data show it, unless noted: active = inhibition above about 50%; inactive = the rest.

Each structure is followed by: Myeloid diff MLP, Myeloid diff MLP GFP+ MAC1+ %, RSV antiviral HEp-2, human PMI inhibition, WT yeast gro inh, WT yeast gro inh mutant strain, Salmonella PhoP GFP, human PMI inhibitors, TNAP activators, XIAP displacement, Siah-1 displacement
- Cc1ccccc1C(=O)N1CCN(c2ccc(NC(=O)c3ccc4c(c3)OCO4)cc2)CC1
    i, 0.7, -0.2%, 15%, 3, 0, -1%, 11%, 1.1, -6.2%, 3%
- O=C(c1cccc([N+](=O)[O-])c1)N1CCCC(C(=O)N2CCc3ccccc3C2)C1 (stereo not given)
    i, 0.0, 1.4%, nt, nt, nt, -10%, nt, nt, nt, 3%
- O=C(COC(=O)Cc1cccc(C(F)(F)F)c1)Nc1ccccc1
    i, 0.0, 2.0%, 5%, 5, 1, -10%, -1%, 1.1, -3.8%, 0%
- O=C(Nc1ccc(Cl)cn1)C1CCCN1S(=O)(=O)c1cccc2ccccc12 (stereo not given)
    i, 3.0, 0.9%, 9%, 8, 9, 7%, 2%, 0.8, -2.4%, 2%
- Cc1ccc(CN2CCN(Cc3cccc(OCCO)c3)CC2CCO)o1 (stereo not given)
    i, 0.6, 0.3%, nt, 17, 6, -1%, nt, 1, -1.2%, 3%
- CSc1nc(O)c(C(c2ccc(C)cc2)c2c(O)nc(SC)[nH]c2=O)c(=O)[nH]1
    i, 0.3, 0.1%, nt, nt, nt, 16%, nt, nt, nt, -2%
- CN1CCc2c(sc3nc(NN)n(-c4ccc(Cl)cc4)c(=O)c23)C1
    i, 5.5, -1.0%, nt, nt, nt, 7%, nt, nt, nt, -5%
- COCCN1C(=O)c2oc3ccccc3c(=O)c2C1c1ccc(O)c(OC)c1 (stereo not given)
    i, 2.2, 1.1%, 6%, 3, 4, 11%, 1%, 0.9, -7.0%, -2%
- CC(=O)c1ccc(S(=O)(=O)N(CCCO)Cc2cc3cc4c(cc3[nH]c2=O)OCCO4)cc1
    i, 0.7, 2.6%, nt, nt, nt, 5%, nt, nt, nt, 0%
- CCc1ccc(NC(=O)CCS(=O)(=O)c2ccc3c(c2)CCN3C(C)=O)cc1
    i, 1.6, 1.8%, nt, nt, nt, -6%, nt, nt, nt, 6%
- O=C(Nc1ccccc1C(=O)Nc1nnc(C(F)(F)F)s1)c1ccccc1Cl
    i, 0.5, -1.1%, nt, nt, nt, -5%, nt, nt, nt, 11%
- CC(C)(C)n1nnnc1C(c1ccccn1)N1CCN(C(c2ccccc2)c2ccccc2)CC1 (stereo not given)
    i, 1.6, 11%, 14%, 44, 11, -1%, 12%, 1, -9.3%, 3%
- CC(C)c1ccc(C(C)NCCS(=O)(=O)c2ccc(Br)cc2)cc1 (stereo not given)
    i, 1.2, 11%, nt, nt, nt, 4%, nt, nt, nt, 1%
- CS(=O)(=O)N1CCN(c2ccc(NC(=O)CSc3ccc(Cl)cc3)cc2)CC1
    i, 1.1, -0.2%, 1%, 6, -13, 2%, -1%, 1.1, -6.3%, 0%
- COc1cccc(C(C(=O)NCC2CCCO2)N(CC2CCCO2)C(=O)CN2C(=O)c3ccccc3S2(=O)=O)c1 (stereo not given)
    i, 0.3, 0.4%, 7%, -6, 9, -6%, 6%, 1.1, -3.5%, 13%
- Nc1nc(SCc2ccc(Cl)c(Cl)c2)n[nH]1
    i, 0.0, 5.4%, -4%, -23, -8, -9%, -2%, 1.1, -8.0%, 1%
- Cc1cccc(OCc2nnc(SCc3cc(=O)[nH]c4ccccc34)n2-c2ccccc2)c1
    i, 0.3, 7.6%, 23%, -3, -6, 21%, 8%, 1, -10%, 0%
- COc1ccc2nc(-c3ccccc3)nc(SCC(=O)NCC3CCCO3)c2c1 (stereo not given)
    i, 2.0, 3.6%, nt, nt, nt, -2%, nt, nt, nt, 2%
- CSc1ccccc1NC(=O)COC(=O)c1ccccc1O
    i, 0.9, 1.8%, -2%, -13, 25, -8%, -2%, 1, -0.3%, 14%
- Cc1ccc2c(Cl)cc(Cl)c(OCC(=O)NCc3ccco3)c2n1
    nt, nt, nt, 5%, 43, 30, -7%, -12%, 1, -18%, 19%
- Cc1ccc(OCCn2c(CCCO)nc3ccccc32)cc1
    i, 1.2, 6.6%, 0%, -25, -5, 17%, -13%, 1, -8.1%, 1%
- COc1ccc(OC)c(CCNC(=O)CS(=O)(=O)Cc2nc(-c3ccccc3Cl)oc2C)c1
    i, 3.3, ?, nt, nt, nt, -2%, nt, nt, nt, 14%
- CCCCOc1ccccc1C(=O)NNC(=S)NC(=O)c1ccccc1[N+](=O)[O-]
    i, 1.5, 2.7%, nt, nt, nt, 10%, nt, nt, nt, 5%
- Cc1ccc(N(C(=O)CNC(=O)c2ccco2)C(C(=O)NC2CCCC2)c2ccncc2)cc1 (stereo not given)
    i, 2.2, 1.9%, nt, nt, nt, -1%, nt, nt, nt, -2%
- CCc1cccc(NC(=O)c2ccc3c(=O)n4c(nc3c2)CCCCC4)c1
    i, 0.2, 7.2%, nt, nt, nt, 4%, nt, nt, nt, 1%
- COCCn1c(C)cc(C(=O)CSc2nc3ccccc3o2)c1C
    i, 1.3, 5.3%, -4%, 9, -14, 10%, -2%, 1.1, -1.2%, 2%
- Cc1cc(NC(=O)C2CC(=O)N(c3ccc(F)cc3)C2)no1 (stereo not given)
    i, 0.7, 1.4%, nt, nt, nt, -8%, nt, nt, nt, 0%
- Cc1cc(C)n2nc(SCC(=O)N/N=C/c3ccccn3)nc2n1
    i, 0.7, 2.3%, 11%, -11, -5, -19%, 6%, 1.1, -0.4%, -1%
- CCn1c(CN2CCN(C(=O)c3ccco3)CC2)nc2c1c(=O)n(C)c(=O)n2C
    i, 2.9, 0.7%, 2%, -17, -14, 3%, -1%, 1.1, -0.5%, 2%
- CCOC(=O)c1c(C)nc(C)c(C(=O)OCC)c1-c1ccc(Br)cc1
    i, 0.0, 3.8%, 7%, 0, -8, -10%, 5%, 1, -4.9%, 8%
- O=S(=O)(Nc1nc2ccccc2nc1Cl)c1ccc(Br)cc1
    i, 0.9, 4.3%, 9%, -11, 10, -4%, 22%, 1, 0.1%, -2%
- COc1ccccc1N1CCN(C(=O)c2c(C)cc(=O)oc2C)CC1
    i, 0.5, 1.3%, 10%, 11, 9, -9%, -2%, 1.1, -8.0%, -7%
- c1ccc(Cc2nn3c(Cn4nnc5ccccc54)nnc3s2)cc1
    i, 4.1, 14%, 12%, 3, 6, 0%, -3%, 1.2, -1.9%, 7%
- Cc1c(C(=O)O)c(C(=O)O)c2n1CCS2
    i, 0.8, 0.6%, nt, nt, nt, -9%, nt, nt, nt, 5%
- Cc1ccc(C(C)C)cc1OCC(=O)Nc1ccccc1N1CCCC1
    i, 0.7, 22%, nt, nt, nt, 6%, nt, nt, nt, 5%
- CC(C)CNC(=O)c1cccc(NC(=O)Cc2ccc(Br)cc2)c1
    i, 0.4, 15%, 1%, 9, 16, -12%, 2%, 1.2, 0.7%, 20%
- NC(=O)CC(NC(=O)Cc1ccc(Cl)cc1)c1ccc(NC2CCN(Cc3ccccc3)CC2)c([N+](=O)[O-])c1 (stereo not given)
    i, 1.3, -1.7%, nt, nt, nt, 5%, nt, nt, nt, -3%
- COc1cc(/C=C2\C(=N)N3N=C(S(C)(=O)=O)SC3=NC2=O)ccc1OC(=O)c1cccs1
    i, 0.9, 1.7%, nt, nt, nt, -18%, nt, nt, nt, 4%
- CCCC1C2C(=O)N(c3ccccc3)C(=O)C2ON1c1ccccc1 (stereo not given)
    i, 1.2, 0.9%, -4%, -19, -17, 1%, -6%, 1, -6.0%, -6%
- O=C(CSc1nnc(-c2ccccc2F)o1)N1CCCC1
    i, 1.1, 0.3%, nt, nt, nt, 12%, nt, nt, nt, 14%
- O=C(c1ccc2nc(N3CCOCC3)sc2c1)N1CCN(C(=O)c2ccco2)CC1
    i, 2.3, -0.1%, 2%, 3, 4, -3%, 2%, 1.1, -9.9%, 7%
- O=C1NCCCC1C(=O)NCCN1C(=O)CCC1=O (stereo not given)
    i, 1.3, 3.2%, -4%, 8, -3, 0%, 7%, 0.9, -3.0%, 2%
- Cc1c(NC(=O)COC(=O)c2ccccc2Cl)c(=O)n(-c2ccccc2)n1C
    i, 0.5, 2.0%, -13%, 1, -7, -3%, -3%, 1.1, -7.3%, -2%
- COc1ccccc1N(CC(O)CN1C(C)CCCC1C)S(=O)(=O)c1ccccc1 (stereo not given)
    i, 2.2, 0.9%, nt, nt, nt, 11%, nt, nt, nt, 0%
- Cc1cccn2c(=O)c3cc(C(N)=S)c(=N)n(CCCN4CCOCC4)c3nc12
    i, 1.1, -1.6%, 23%, 12, 15, -5%, 44%, 1, -5.3%, 3%
- O=C1CN(S(=O)(=O)c2ccc(Cl)cc2)CC(=O)N1CCc1ccccc1
    i, 0.8, 1.1%, -14%, -8, 7, -4%, -14%, 1, -6.1%, -4%
- COc1ccc(Cl)cc1CN1CCN(c2nc(C)cc(C)c2C#N)CC1
    i, 0.8, 3.9%, 10%, 33, 29, -10%, 7%, 1.1, -5.1%, 4%
- O=S(=O)(c1cccc(-c2nc3n(n2)Cc2ccccc2-3)c1)N1CCCC1
    i, 1.7, -0.1%, 15%, 17, -1, 14%, 6%, 1.1, -7.2%, -2%
- CCCCCN(C(=O)CCC(=O)OCC(=O)c1cccc(OC)c1)c1c(N)n(CCCC)c(=O)[nH]c1=O
    i, 1.3, 1.2%, nt, nt, nt, 15%, nt, nt, nt, -1%
- CCCOc1ccc(-c2nc(-c3ccc([N+](=O)[O-])cc3)cs2)cc1
    i, 0.2, ?, nt, nt, nt, -7%, nt, nt, nt, 9%
- CCCCNC(=O)c1cc2c(=O)n3cccc(C)c3nc2n1C
    nt, nt, nt, 11%, 7, 4, nt, 15%, 1.1, -1.2%, 4%
- S=c1[nH]c(-c2ccccc2)cn1/N=C/c1cccnc1
    i, 0.0, -1.1%, nt, nt, nt, -11%, nt, nt, nt, 4%
- O=C(NCc1n[nH]c(=S)n1-c1ccccc1)c1ccc(S(=O)(=O)N2CCOCC2)cc1
    i, 4.6, 1.1%, 8%, -13, -5, 2%, 6%, 1, -4.6%, 3%
- Cc1ccc2nc(SCc3cn4cccnc4n3)[nH]c2c1
    i, 0.2, 0.9%, 7%, -9, -8, -3%, 3%, 1.9, -5.5%, 3%
- Cc1ccc(NC(=O)COc2ccc(C3SCCS3)cc2)cc1
    i, 0.5, 0.3%, -3%, -7, -5, -3%, 23%, 1, -3.7%, -3%
- C=CCn1c(SCC(=O)OCc2ccccc2)nc2c1c(=O)n(C)c(=O)n2C
    i, 7.1, 0.8%, 5%, 6, 7, 7%, -14%, 1, -8.2%, -2%
- CC1=CC(C)=Nc2ccccc2N1
    i, 6.5, 1.6%, -24%, -2, 2, -4%, -49%, 1, -6.1%, -1%
- CCOC(=O)c1ccc(S(=O)(=O)N2CCN(C(C)=O)CC2)cc1
    i, 0.5, 7.3%, -2%, -2, -7, 7%, 1%, 1.2, -4.9%, 2%
- COC(=O)C1=C(NC(=O)c2ccc(C)c(C)c2)CCS1
    i, 3.0, 0.6%, 4%, -8, 3, -6%, 3%, 1.1, -3.9%, 0%

Screens (PubChem BioAssay)
